Source: PubChem BioAssay
UHRF1 binding: blocks human UHRF1 binding to methylated DNA; inhibition, % at 4.4 µM; Q96T88; 370,000 compounds, 0.75% hits; AID 687016; UHRF1 binding to methylated oligo, TR-FRET; in the data active = inhibition above about 21%;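 note: UHRF1 SRA domain binding a hemimethylated CpG hairpin DNA probe; 0% = median of test compound wells and 100% = reference inhibitor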
mABHD4 FP: ABHD4 (mouse) inhibition, primary FP screen | Q8VD66 | purified mABHD4, FP-Rh probe fluorescence polarization | inhibition, % at 8.92 µM | 370,000 compounds, 0.54% hits;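 active = inhibition exceeding the mean over every tested compound plus 3 SD, cut at about 30% in these data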;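 note: 0% = plate median of compound wells and 100% = S159A mutant with DMSO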
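Material: mouse ABHD4 enzyme, wild type; Benchmarks: S159A mutant high control, sample median low control; Buffer or medium: HEPES pH 7.0, NaCl, Pluronic buffer; Signal: fluorescence polarization; Read-out: percent inhibition of probe binding, normalized to plate controls; Timing: pre-incubation 45 min, probe exposure 60 min, at 25 °C; Dosing: 8.92 µM, single dose.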
TCR CD3 inh: human TCR-CD3 binding inhibition. AID 651800. TAMRA-labeled TCR probe fluorescence, biochemical. 360,000 compounds, 0.37% hits. inhibition, % at 9.4 µM; in the data active = inhibition above about 19%;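 note: recombinant mutant TCR 2C K166C tagged with TAMRA read by polarization; 0% = receptor in buffer alone and 100% = receptor with positive control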
rCAG binder: r(CAG) repeat RNA binding; TO-PRO-1 dye displacement fluorescence; inhibition, % at 3 µM; 370,000 compounds, 1.3% hits;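 active = inhibition above the plate cutoff, the mean of all test compounds on that plate plus 3 SD, cut at about 35% in these data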;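 note: 0% = DMSO alone and 100% = 100 µM mitoxantrone as full dye displacement; higher means more dye released from RNA so lower well fluorescence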
LEDGF integ inh: blocks HIV-1 LEDGF/p75-dependent DNA integration; inhibition, % at 3.7 µM; TR-FRET IN-LEDGF/p75 DNA integration, Eu/Cy5; 370,000 compounds, 0.64% hits;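 active = inhibition above the screen-wide mean plus 3 SD, cut at about 13% in these data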;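 note: signal is the Cy5 over europium emission ratio at 671 and 618 nm; 0% = plate median of compound wells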
HTRA1 inh: blocks human HTRA1 serine peptidase. recombinant HTRA1, FP-rhodamine activity-based probe, fluorescence polarization. inhibition, % at 5.96 µM. AID 504803. 340,000 compounds, 0.5% hits; in the data active = inhibition above about 36%;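 note: 0% = enzyme with DMSO and 100% = wells lacking enzyme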
Target sequence (Q92743 whole entry, looked up): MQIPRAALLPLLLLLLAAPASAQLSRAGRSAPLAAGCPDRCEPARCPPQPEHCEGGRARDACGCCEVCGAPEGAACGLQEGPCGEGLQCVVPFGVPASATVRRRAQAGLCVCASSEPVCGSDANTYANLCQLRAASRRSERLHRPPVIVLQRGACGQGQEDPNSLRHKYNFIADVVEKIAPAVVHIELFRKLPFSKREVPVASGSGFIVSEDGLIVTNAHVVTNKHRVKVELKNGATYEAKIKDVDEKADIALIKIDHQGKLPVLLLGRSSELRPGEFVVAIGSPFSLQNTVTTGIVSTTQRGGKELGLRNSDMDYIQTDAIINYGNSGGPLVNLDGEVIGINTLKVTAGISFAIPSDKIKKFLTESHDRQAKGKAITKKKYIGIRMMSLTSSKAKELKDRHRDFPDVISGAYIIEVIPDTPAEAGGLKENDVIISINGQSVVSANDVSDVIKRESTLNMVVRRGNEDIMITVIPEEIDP
PRMT1 inh: PRMT1 (human) inhibition, primary screen | Q99873 | recombinant PRMT1, activity-based probe fluorescence polarization | inhibition, % at 2.79 µM | 370,000 compounds, 1.3% hits;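 active = inhibition above about 21% made by adding two undisclosed values, limit read from the data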
Rev-erbA mod: modulators of human Rev-erb alpha DNA binding; P20393; Rev-erbα–FITC-DNA binding, fluorescence polarization, 90 min; activity, % at 10 µM; 370,000 compounds, 0.79% hits; AID 1259318;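 active = activity above about 14%, limit read from the data; passing the limit was not always enough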;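 note: 0% = DMSO wells with 35 nM protein and 100% = DMSO wells with 750 nM protein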
MBD2 inh: MBD2-methylated oligo binding inhibition. Q9UBB5. TR-FRET, MBD2 binding to methylated oligonucleotide. inhibition, % at 4.4 µM. 370,000 compounds, 0.31% hits. AID 686964; in the data active = inhibition above about 13%
Target sequence (Q9UBB5 whole entry, looked up): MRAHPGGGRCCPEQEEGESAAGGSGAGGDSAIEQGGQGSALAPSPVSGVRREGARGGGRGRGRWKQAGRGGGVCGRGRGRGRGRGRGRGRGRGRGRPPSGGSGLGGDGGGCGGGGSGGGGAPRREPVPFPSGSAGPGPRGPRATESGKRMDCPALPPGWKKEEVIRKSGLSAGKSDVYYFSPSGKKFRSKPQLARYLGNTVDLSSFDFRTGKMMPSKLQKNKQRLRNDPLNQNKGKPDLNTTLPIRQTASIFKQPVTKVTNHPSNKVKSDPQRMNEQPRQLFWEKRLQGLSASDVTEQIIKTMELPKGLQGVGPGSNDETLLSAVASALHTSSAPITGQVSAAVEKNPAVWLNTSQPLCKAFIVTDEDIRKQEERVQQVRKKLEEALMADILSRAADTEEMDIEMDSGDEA
PG9 binder: small molecules binding HIV-1 gp120 antibody PG9; TR-FRET gp120-PG9 antibody binding; inhibition, % at 6.7 µM; 360,000 compounds, 0.43% hits; AID 624416; in the data active = inhibition above about 8.5%
* hit, by the source's call; / = no result given.

| compound | UHRF1 binding | mABHD4 FP | TCR CD3 inh | rCAG binder | LEDGF integ inh | HTRA1 inh | PRMT1 inh | Rev-erbA mod | MBD2 inh | PG9 binder |
| --- | --- | --- | --- | --- | --- | --- | --- | --- | --- | --- |
| CCC(C)OC(=O)C[N+](C)(C)CCOC1CC2CCC1(C)C2(C)C (stereo not given) | 1 | 4 | -4 | -2 | 1 | / | 6 | -10 | 1 | -2.0 |
| COC(=O)CCN1CCc2cc(N=Nc3ccc([N+](=O)[O-])cc3)ccc21 | 2 | -1 | 6 | 0 | -3 | / | -3 | 3 | 6 | -1.5 |
| Cn1c(CCN2CCN(c3ccccn3)CC2)nc2cc(NC(=O)COc3ccccc3)ccc21 | -2 | -3 | 0 | -6 | -1 | 0 | 2 | -3 | -5 | 0.0 |
| O=c1[nH][nH]cc1C=Nc1ccccc1O | -3 | 1 | 0 | -2 | -4 | 1 | -1 | 0 | -3 | -4.7 |
| O=C(Nc1cccc(C(F)(F)F)c1)OCCN1CCN(Cc2ccccc2)CCC1=O | -2 | -3 | -2 | -8 | -2 | -12 | -4 | 1 | 3 | 0.1 |
| Cc1nnc(SCc2cccc([N+](=O)[O-])c2)o1 | 5 | -3 | 2 | 2 | -4 | 5 | 3 | -4 | 1 | -1.4 |
| O=C(COC(=O)c1ccc2c(c1)OCO2)Nc1ncc(Cl)cc1Cl | -2 | -3 | 9 | 1 | -3 | -3 | -1 | 3 | 0 | -1.4 |
| CC(=O)C1C(c2ccc(Cl)cc2)c2c(noc2C)CC1(C)O (stereo not given) | -2 | 1 | 6 | 2 | -2 | / | -2 | 2 | -9 | 0.8 |

Next structures follow.
| compound | UHRF1 binding | mABHD4 FP | TCR CD3 inh | rCAG binder | LEDGF integ inh | HTRA1 inh | PRMT1 inh | Rev-erbA mod | MBD2 inh | PG9 binder |
| --- | --- | --- | --- | --- | --- | --- | --- | --- | --- | --- |
| Cc1ccc(OCc2cc(C(=O)N3CCc4[nH]cnc4C3c3ccccn3)no2)cc1C (stereo not given) | -2 | -5 | 4 | 2 | 2 | 16 | 1 | -6 | -1 | -3.2 |
| COc1ccc(S(=O)(=O)NCC(c2cccnc2)N2CCN(c3ccc(F)cc3)CC2)cc1C (stereo not given) | 4 | -3 | -1 | 5 | 3 | -6 | 0 | 2 | 0 | 2.0 |
| Nc1ccn([C@@H]2O[C@H](CNC(=O)[C@@H](N)CSCc3ccccc3)[C@@H](O)[C@H]2O)c(=O)n1 | 5 | -9 | -5 | 2 | 3 | 3 | 8 | 3 | 2 | 0.1 |
| COCCN(C(=O)CSc1nnc(-c2ccc(C(C)(C)C)cc2)n1N)c1c(N)n(CC(C)C)c(=O)[nH]c1=O | 0 | -1 | 2 | -7 | -2 | 4 | -9 | 1 | -4 | -0.7 |
| COc1cccc(C(=O)OCn2nnc3ccccc3c2=O)c1 | 1 | -2 | 2 | -5 | 4 | -6 | 0 | -2 | 3 | -1.9 |
| CCOC(=O)c1c(NC(=O)c2cc(CC(C)C)on2)sc(C(C)=O)c1C | 2 | 7 | -7 | 2 | -4 | -2 | 3 | 6 | -2 | 0.9 |
| Fc1ccccc1-n1[nH]nnc1=S | 1 | -1 | 9 | 0 | 0 | 3 | -2 | -3 | -2 | -0.1 |
| COc1cc(-c2nc3oc4ccccc4c(=O)c3c(=O)n2Cc2ccco2)cc(OC)c1OC | 0 | 5 | 0 | 2 | 1 | 2 | -1 | 2 | -2 | 0.3 |

Other entries:
| compound | UHRF1 binding | mABHD4 FP | TCR CD3 inh | rCAG binder | LEDGF integ inh | HTRA1 inh | PRMT1 inh | Rev-erbA mod | MBD2 inh | PG9 binder |
| --- | --- | --- | --- | --- | --- | --- | --- | --- | --- | --- |
| CCCCc1ncc(CN2CCN(Cc3ccc(C)cc3)C(CCO)C2)[nH]1 (stereo not given) | 0 | 5 | 3 | -9 | 5 | -1 | -7 | -1 | -3 | 0.4 |
| COc1ccccc1-c1nn(-c2ccccc2)cc1C(=O)NCC(c1ccco1)N1CCCC1 (stereo not given) | 4 | -15 | -8 | 6 | -4 | -1 | 7 | 3 | 3 | 0.1 |
| COc1ccc(C2N=C(Nc3ccc(C)cc3)Nc3nc(C)cc(=O)n32)cc1 (stereo not given) | 3 | -11 | -1 | 10 | 2 | 4 | -2 | 6 | -1 | -1.6 |
| Cc1cccc(NC(=O)CC2Nc3cccc4cccc(c34)NC2=O)c1 (stereo not given) | -7 | 28 | -1 | 10 | 2 | 31 | 6 | -10 | -3 | -3.2 |
| COC(=O)[C@@H]1C2CCC(C(=O)Nc3ccccc3)(CC2)[C@@H]1C(=O)OC | 5 | 0 | 10 | -2 | 0 | 6 | -2 | -4 | -1 | -1.4 |
| O=C(CCCC(=O)Nc1ccccc1Br)N/N=C/c1c(F)cccc1Cl | -1 | 1 | -4 | -3 | 3 | -3 | -2 | -3 | 2 | -1.8 |
| CCOC(=O)Cn1nnnc1C(CC)N(Cc1cccs1)Cc1cc2ccc(OC)cc2[nH]c1=O (stereo not given) | 2 | -6 | -4 | 4 | 0 | -8 | 5 | 10 | -6 | -0.3 |
| O=C(c1ccco1)N1CCCC(c2nc3c(nnn3Cc3ccccc3)c(=O)[nH]2)C1 (stereo not given) | -2 | -6 | -2 | 3 | -1 | -2 | -3 | 1 | -2 | -3.4 |

(listing goes on)
| compound | UHRF1 binding | mABHD4 FP | TCR CD3 inh | rCAG binder | LEDGF integ inh | HTRA1 inh | PRMT1 inh | Rev-erbA mod | MBD2 inh | PG9 binder |
| --- | --- | --- | --- | --- | --- | --- | --- | --- | --- | --- |
| O=C(NC1=NCCS1)C1CC(=O)N(c2ccccc2)C1 (stereo not given) | 0 | 12 | -1 | -4 | 0 | 6 | 0 | -4 | 6 | -1.4 |
| CN(C)c1ccc(/C=N/NC(=O)CCc2nc3ccccc3[nH]2)cc1 | -2 | 7 | -1 | 0 | -4 | -3 | 4 | 8 | 2 | -6.6 |
| COc1cccc(C(=O)N2CCC(N3CC(C)OC(C)C3)CC2)c1 (stereo not given) | 0 | 13 | 1 | 1 | 0 | -3 | 0 | 1 | 0 | -2.0 |
| Cc1ccccc1-n1nc(C)c2cc(C(=O)N3CCN(S(=O)(=O)c4ccc(Cl)cc4)CC3)sc21 | -1 | -6 | 6 | 3 | -2 | 3 | 0 | 7 | -4 | 1.3 |
| CCCCn1c(=O)c2ccccc2n2c(=S)[nH]nc12 | 0 | 9 | -6 | 1 | -3 | -7 | 7 | -2 | 2 | -1.7 |
| Cc1c(O)c2ccccc2oc1=O | 1 | 2 | -9 | -2 | 0 | 8 | 3 | 0 | 9 | 4.0 |
| c1cc(CSc2nnc(-c3ccc4c(c3)OCO4)o2)ccn1 | -6 | 5 | 3 | 1 | -1 | 3 | -1 | 4 | 2 | -1.3 |
| Cc1nc2ccc(NC(=O)c3ccc(Br)o3)cc2s1 | 0 | -7 | 1 | -1 | 4 | -5 | -2 | -1 | 1 | 1.1 |

The list continues:
| compound | UHRF1 binding | mABHD4 FP | TCR CD3 inh | rCAG binder | LEDGF integ inh | HTRA1 inh | PRMT1 inh | Rev-erbA mod | MBD2 inh | PG9 binder |
| --- | --- | --- | --- | --- | --- | --- | --- | --- | --- | --- |
| COc1ccc(/C=C2\SC(=S)N(NC(=O)c3csc4c3CCCC4)C2=O)cc1 | -7 | -13 | 0 | 26 | -3 | -2 | 1 | 5 | 0 | -2.5 |
| CC1(C)Cc2c(cnn2-c2ccccc2)C(=O)/C1=N\NC(=O)c1ccccc1 | -2 | 2 | 4 | -2 | 2 | -4 | 0 | 1 | -3 | -1.1 |
| CCOC(=O)C(CCc1ccccn1)c1ccccc1 (stereo not given) | 0 | 5 | -6 | -3 | 1 | -6 | -2 | 7 | -2 | 0.3 |
| CC(C)(C)N(Cc1ccccc1)C(=O)c1ccc2c(c1)OCCO2 | 5 | -4 | 6 | 2 | 2 | -9 | 0 | 1 | 0 | 3.9 |
| O=C1CC2c3cc(-c4cc5ccccc5o4)ccc3CCN2C(=O)CN1Cc1ccccc1 (stereo not given) | -1 | -20 | -5 | 5 | -1 | / | -1 | 4 | -2 | -1.6 |
| CC1=C(C(=O)O)N2C(=O)C(NC(=O)c3ccccc3Cl)C2SC1 (stereo not given) | -3 | 2 | 4 | 1 | -1 | 7 | 8 | 8 | 1 | 1.1 |
| CCOC(=O)C1CCN(C(=O)COc2ccc(Br)cc2C)CC1 | 0 | 9 | 5 | -6 | -5 | -4 | 3 | 4 | 4 | 1.5 |
| CCOC(=O)c1ccc(O)c(-n2cc3c(c2-c2ccccc2)c(=O)n(C)c(=O)n3C)c1 | -4 | 4 | -2 | 20 | 1 | / | 0 | -2 | -7 | -1.2 |

Next part:
| compound | UHRF1 binding | mABHD4 FP | TCR CD3 inh | rCAG binder | LEDGF integ inh | HTRA1 inh | PRMT1 inh | Rev-erbA mod | MBD2 inh | PG9 binder |
| --- | --- | --- | --- | --- | --- | --- | --- | --- | --- | --- |
| O=C(CN1CCN(c2ccc(O)cc2)CC1)Nc1ccc2c(c1)OCCO2 | -2 | 21 | -6 | 4 | 0 | 5 | 24* | -1 | 3 | 1.6 |
| COc1ccccc1C(=O)CN1C(=O)NC2(CCc3ccccc32)C1=O (stereo not given) | 3 | -9 | -13 | -2 | -3 | 0 | 3 | -6 | 6 | 0.1 |
| COc1ccc2[nH]c(=O)c(CN(C(=O)c3cccnc3)c3cc(C)ccc3C)cc2c1 | 2 | 7 | -11 | -7 | -5 | -1 | 2 | 1 | 0 | 2.2 |
| CN1CCC(=NNC(=O)C(=O)Nc2ccccc2F)CC1 | 4 | 2 | -2 | 3 | -1 | 5 | 1 | 9 | -4 | -1.5 |
| COc1ccccc1OC(C)C(=O)N1CC(=O)Nc2ccccc21 (stereo not given) | 0 | 7 | 0 | 2 | 2 | 3 | 0 | -3 | 0 | 2.7 |
| O=C(CN1CCN(CC(=O)Nc2ccccc2Cl)CC1)Nc1ccc(F)c(F)c1 | 1 | 7 | 8 | -5 | -2 | 0 | 0 | 4 | 1 | -0.7 |

Of the compounds above, these have fluorine:
| compound | UHRF1 binding | mABHD4 FP | TCR CD3 inh | rCAG binder | LEDGF integ inh | HTRA1 inh | PRMT1 inh | Rev-erbA mod | MBD2 inh | PG9 binder |
| --- | --- | --- | --- | --- | --- | --- | --- | --- | --- | --- |
| O=C(Nc1cccc(C(F)(F)F)c1)OCCN1CCN(Cc2ccccc2)CCC1=O | -2 | -3 | -2 | -8 | -2 | -12 | -4 | 1 | 3 | 0.1 |
| COc1ccc(S(=O)(=O)NCC(c2cccnc2)N2CCN(c3ccc(F)cc3)CC2)cc1C (stereo not given) | 4 | -3 | -1 | 5 | 3 | -6 | 0 | 2 | 0 | 2.0 |
| Fc1ccccc1-n1[nH]nnc1=S | 1 | -1 | 9 | 0 | 0 | 3 | -2 | -3 | -2 | -0.1 |
| O=C(CCCC(=O)Nc1ccccc1Br)N/N=C/c1c(F)cccc1Cl | -1 | 1 | -4 | -3 | 3 | -3 | -2 | -3 | 2 | -1.8 |
| CN1CCC(=NNC(=O)C(=O)Nc2ccccc2F)CC1 | 4 | 2 | -2 | 3 | -1 | 5 | 1 | 9 | -4 | -1.5 |
| O=C(CN1CCN(CC(=O)Nc2ccccc2Cl)CC1)Nc1ccc(F)c(F)c1 | 1 | 7 | 8 | -5 | -2 | 0 | 0 | 4 | 1 | -0.7 |

An excerpt; count on the stated rates, not on these rows.
